Hsp90 inh: tumor Hsp90 inhibitors, primary screen, cell lysate, fluorescence polarization, NCI-N417 lysate; Heat shock protein HSP 90-alpha (Homo sapiens), P07900; Cy3B-geldanamycin FP displacement; inhibition, % at 30 µM; hit rate 0.35% among 64,000; AID 429, 2006;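 active means inhibition above 50%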;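 further: 0% = tracer plus lysate wells and 100% = tracer alone without lysate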
MKP-1 inh: MKP-1 phosphatase inhibitors, primary screen, biochemical, in vitro | recombinant MKP-1, OMFP hydrolysis fluorescence | hit rate 0.15% among 65,000 | Dual specificity protein phosphatase 1 (Homo sapiens), P28562 | inhibition, %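 (compounds tested at a single concentration somewhere between 10 and 100 µM)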;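 active means inhibition above about 50%, limit read from the data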;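 further: 0% = DMSO max control wells and 100% = wells with enzyme stopped by NaOH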
PKA inh: inhibitors of human PKA kinase activity, primary screen, biochemical, ATP-depletion luminescence, Kemptide substrate; cAMP-dependent protein kinase catalytic subunit alpha (Homo sapiens), P17612; PKA Kemptide phosphorylation, Kinase-Glo ATP luminescence; inhibition, % at 6 µM; hit rate 0.1% among 65,000;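 active means inhibition above the screen-wide mean inhibition plus 3 SD, cut at about 21% in these data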; further: many of its hits are not listed in these tables
Autofluor 339: intrinsic fluorescence of library compounds, ex339/em460 – biochemical, MLSMR library, data from DPM-DC assay, artefact control, profiling panel; compound autofluorescence, ex339/em460 nm, NADH buffer; stronger effect = higher value; 1 = no-compound wells, NADH background; fluorescence fold increase at 10 µM; hit rate 5.5% among 65,000;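 active means at 10 µM, mean starting fluorescence two-fold or more over control wells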;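 further: signal is the first read of a kinetic run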
ROCK2 inh: inhibitors of human ROCK2 kinase, primary screen, biochemical, high-throughput, luminescence; Rho-associated protein kinase 2 (Homo sapiens), O75116; purified ROCK2, Kinase-Glo ATP depletion luminescence; inhibition, % at 6 µM; hit rate 0.35% among 60,000;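 active means inhibition above the screen-wide mean inhibition plus 3 SD, cut at about 18% in these data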;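 further: plate controls were DMSO wells for no effect and Y-27632 control wells after no-enzyme background subtraction for full effect; many of its hits are not listed in these tables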
Abs 340nm: compound light absorbance at 340 nm, profiling panel, artefact control, biochemical, MLSMR library, data from PS, PMK, MK assays | fold change at 10 µM | AID 708, 2007 | 65,000 tested, under 10 active | compound absorbance at 340 nm, fold over control;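 active means at 10 µM dose, initial 340 nm absorbance at least 2 fold that of control wells; inactive means change under 2 fold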;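 further: initial absorbance extrapolated from kinetic A340 decline of NADH oxidation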
JNK3 inh: JNK3 kinase activity inhibitors, primary screen, biochemical, human, purified enzyme; Mitogen-activated protein kinase 10 (Homo sapiens), P53779; HTS; inhibition, % at 8 µM; hit rate 0.61% among 60,000; in the data active means inhibition above about 17%;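 further: 0% = DMSO and 100% = reference inhibitor; many of its hits are not listed in these tables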
Cdc25B inh: inhibitors of Cdc25B phosphatase catalytic domain, primary screen, biochemical, OMFP fluorescence; recombinant Cdc25B, OMFP fluorescence Ex485/Em525; inhibition, %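 (compounds tested at 10 µM final in the well)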; hit rate 0.1% among 65,000; in the data active means inhibition above about 50%
Target sequence (P30305 whole entry, looked up, the tested form may be a part): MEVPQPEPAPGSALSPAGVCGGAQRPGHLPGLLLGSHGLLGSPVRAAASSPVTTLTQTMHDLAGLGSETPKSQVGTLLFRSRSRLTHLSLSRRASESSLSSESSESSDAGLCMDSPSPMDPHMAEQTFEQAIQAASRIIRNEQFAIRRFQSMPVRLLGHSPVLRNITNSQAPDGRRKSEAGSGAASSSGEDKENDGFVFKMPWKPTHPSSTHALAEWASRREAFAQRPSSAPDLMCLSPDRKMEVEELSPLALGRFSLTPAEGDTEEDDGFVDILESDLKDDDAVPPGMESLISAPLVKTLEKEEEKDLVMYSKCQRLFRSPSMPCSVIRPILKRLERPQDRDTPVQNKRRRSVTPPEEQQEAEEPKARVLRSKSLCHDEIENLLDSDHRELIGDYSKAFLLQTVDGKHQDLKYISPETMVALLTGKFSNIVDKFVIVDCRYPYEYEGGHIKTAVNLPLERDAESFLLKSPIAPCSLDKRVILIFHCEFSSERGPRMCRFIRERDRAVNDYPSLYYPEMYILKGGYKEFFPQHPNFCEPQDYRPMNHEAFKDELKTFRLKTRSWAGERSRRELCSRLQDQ
Her2 expr inh: inhibitors of Her2 protein expression, primary screen, SKBR-3 cells, AlphaScreen, 66K library. HER2 level % of control, % at 10 µM. Receptor tyrosine-protein kinase erbB-2 (Homo sapiens), P04626. SKBR-3 HER2 protein level, 18-24 h; stronger effect = lower value. hit rate 0.69% among 65,000;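 active means HER2 level under 5% of the carrier-only control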;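 further: 100% = DMSO carrier and 0% = 500 nM PU-H71 HSP90 inhibitor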
* hit, by the source's call; · = not tested or not shown; & = joins results of further samples. An excerpt; count on the stated rates, not on these rows.

structure	ROCK2 inh	Hsp90 inh	Her2 expr inh	Abs 340nm	JNK3 inh	PKA inh	MKP-1 inh	Cdc25B inh	Autofluor 339
CCN(CC)C(=O)c1ccc(N2C(=O)C3CC=C(Cl)CC3C2=O)cc1 (stereo not drawn)	4.6	-3.3	102.1	1.04	2.6	8.6	10.2	-1.4	1.08
CCC(=Nc1ccccc1NC(C)=O)c1c(O)n(C)c(=O)n(C)c1=O	2.9	-1.1	105.8	1.04	4.1	6.8	-14.9	-1.1	1.08
CCCN1C2CCCC1CC(NC(C)=O)C2 (stereo not drawn)	5.0	-4.6	92.5	1	2.2	11.7	-18.5	-1.2	1.04
O=C(Nc1cccc(OC(=O)N2CCOCC2)c1)N1CCOCC1	3.6	-4.5	100.3	1.03	4.2	9.1	3.6	-16.2	1.1
Cn1nc(N)c2c1N=P(N1CCOCC1)(N1CCOCC1)N=C2c1ccccc1	-4.2	-0.2	94.0	1.06	-15.5	6.1	0.9	4.8	1.11
COc1cc(CN2CCN(c3cc(C)ccc3C)CC2)ccc1O	7.3	1.1	83.7	1.06	-6.5	2.8	-12.5	-15.1	1.07
CCOP1(=S)Oc2cc3c(cc2C(C(=O)OC)(C(F)(F)F)O1)OCO3 (stereo not drawn)	3.1	14.6	99.2	0.99	0.2	6.8	16.4	-14.3	1.14
CCC(C)N1C(=O)NC(=O)C2(Cc3c(ccc4ccccc34)N(C)C2)C1=O (stereo not drawn)	4.2	8.1	82.0	1	-0.2	8.9	18.7	4.2	1.18
CN1C2CCC1CC(OC(=O)CCN1CCCC1)C2 (stereo not drawn)	3.2	-0.1	93.5	1.03	3.4	-2.4	-2.0	76.6*	1.09
Cc1[nH]c2ccccc2c1/C=N/O	3.1	-7.3	102.7	1.02	-5.2	1.4	-7.4	1.3	1.18

Five compounds already listed, arranged by SMILES length, lowest first:
structure	ROCK2 inh	Hsp90 inh	Her2 expr inh	Abs 340nm	JNK3 inh	PKA inh	MKP-1 inh	Cdc25B inh	Autofluor 339
Cc1[nH]c2ccccc2c1/C=N/O	3.1	-7.3	102.7	1.02	-5.2	1.4	-7.4	1.3	1.18
COc1cc(CN2CCN(c3cc(C)ccc3C)CC2)ccc1O	7.3	1.1	83.7	1.06	-6.5	2.8	-12.5	-15.1	1.07
CCC(=Nc1ccccc1NC(C)=O)c1c(O)n(C)c(=O)n(C)c1=O	2.9	-1.1	105.8	1.04	4.1	6.8	-14.9	-1.1	1.08
CCN(CC)C(=O)c1ccc(N2C(=O)C3CC=C(Cl)CC3C2=O)cc1 (stereo not drawn)	4.6	-3.3	102.1	1.04	2.6	8.6	10.2	-1.4	1.08
CCC(C)N1C(=O)NC(=O)C2(Cc3c(ccc4ccccc34)N(C)C2)C1=O (stereo not drawn)	4.2	8.1	82.0	1	-0.2	8.9	18.7	4.2	1.18

(cont.)
structure	ROCK2 inh	Hsp90 inh	Her2 expr inh	Abs 340nm	JNK3 inh	PKA inh	MKP-1 inh	Cdc25B inh	Autofluor 339
Cc1noc(C)c1C(=O)N1CCC2(CC1)OCCO2	2.8	-6.9	90.9	1.03	-6.3	-4.3	-0.8	-7.4	1.05
Cc1[nH]c2ccccc2c1C1=CCNCC1	26.2*	-10.1	107.5	1.06	-5.0	18.5	6.4	-5.9	1.03
Cc1ccc(S(=O)(=O)NCC2CCC(C(=O)N3CCC4(CC3)OCCO4)CC2)cc1 (stereo not drawn)	7.9	-0.7	97.6	1.03	4.9	10.2	-3.6	-21.1	1.09
CC(=O)c1c(C)n(CC2CCCO2)c2ccc(O)cc12 (stereo not drawn)	-0.4	-5.4	77.8	1.08	8.3	-1.0	28.8	4.0	1.07
C=Cn1ccnc1P(=S)(c1nccn1C=C)C1CCCCC1	·	·	150.9	1.03	·	7.8	4.2	-14.6	1.14
Cc1ccc(OCC(=O)N2CCN(C)CC2)c(Br)c1	8.1	-2.5	80.9	1	3.1	7.1	-9.1	-11.4	1.11
CCOC(=O)c1ccc(N2C(=O)CC(N3CC=C(c4ccc(F)cc4)CC3)C2=O)cc1 (stereo not drawn)	-1.6	-9.4	110.7	1.07	-4.3	-5.1	19.9	1.8	1.15
COc1ccc(C(=O)C(C)(C)NO)cc1	5.5	-0.3	133.0	0.98	9.9	5.0	4.9	3.2	1.03
Cc1cccn2c(=O)c3cc(C(=O)N4CCC5(CC4)OCCO5)n(C)c3nc12	0.5	-0.1	70.9	1.11	-1.7	-4.3	28.7	2.2	5.05*
Cc1nc2nc(C)c(CCC(=O)N3CCC4(CC3)OCCO4)c(C)n2n1	5.8	1.3	104.7	0.99	2.2	5.8	18.1	-1.0	1.08

Looked up by compound from the list above:
structure	ROCK2 inh	Hsp90 inh	Her2 expr inh	Abs 340nm	JNK3 inh	PKA inh	MKP-1 inh	Cdc25B inh	Autofluor 339
CCC(C)N1C(=O)NC(=O)C2(Cc3c(ccc4ccccc34)N(C)C2)C1=O (stereo not drawn)	4.2	8.1	82.0	1	-0.2	8.9	18.7	4.2	1.18
COc1ccc(C(=O)C(C)(C)NO)cc1	5.5	-0.3	133.0	0.98	9.9	5.0	4.9	3.2	1.03

The results go on.
structure	ROCK2 inh	Hsp90 inh	Her2 expr inh	Abs 340nm	JNK3 inh	PKA inh	MKP-1 inh	Cdc25B inh	Autofluor 339
CN(Cc1ccccc1)Cc1ccccc1OC(=O)N(C)C	3.0	-1.5	86.8	1.03	-3.4	-0.1	-8.5	2.0	1.1
COc1ccc(C2C(C(=O)N3CCC4(CC3)OCCO4)c3cc(OC)c(OC)cc3C(=O)N2C)cc1 (stereo not drawn)	·	·	197.9	1.02	·	10.2	8.5	-0.7	1.06
COc1ccccc1CC1/C(=N/O)C2CCN1CC2 (stereo not drawn)	7.9	-2.1	97.1	1.01	1.6	0.7	26.6	-1.0	1.09
Cc1ccc2nc3c(cc2c1)CC1(C(=O)N(C)C(=O)N(C)C1=O)C1CCCCN31 (stereo not drawn)	2.3	-4.2	107.4	1.09	-7.1	3.0	27.8	-9.2	1.52
CCN(CC)CCCN=Cc1c(O)n(Cc2ccc(F)cc2)c(=O)[nH]c1=O	-1.0	0.1	77.8	1.01	1.8	2.8	-16.6	4.3	1.09
COC(=O)C1C2c3ccccc3OC1(C)N=c1s/c(=C/c3cnn(C)c3)c(=O)n12 (stereo not drawn)	6.5	-2.7	74.9	1.21	-0.7	7.5	33.6	25.2	1.05
CN1C(=O)N(C)C(=O)C2(Cc3cc(N)ccc3N3CCN(c4ccccc4F)CC32)C1=O (stereo not drawn)	-7.1	5.3	86.7	1.02	3.8	4.0	26.9	-2.7	1.14
Cc1ccccc1NC1=NCCCS1	1.9	1.9	114.4	0.99	-4.4	8.8	-16.8	-3.1	1.03
Cn1c(O)c(C=NC2C(=O)C3(C)CCC2C3(C)C)c(=O)n(C)c1=O (stereo not drawn)	3.8	-2.4	127.8	1.03	9.6	6.2	-9.4	0.9	1.13
CCCCn1c(O)c(C(CC)=Nc2cccc(C(=O)O)c2)c(=O)[nH]c1=O	1.0	1.0	90.1	1.01	4.1	9.3	-2.3	-13.0	1.14
CN(C)C(=O)Oc1ccc(OC(=O)c2ccccc2)cc1	-3.5	0.0	108.4	1.04	-2.6	-3.0	-1.1	0.5	1.13
CCCCOC(=O)C1=C(N)OC2=C(C(=O)CC(C)(C)C2)[C@]12C(=O)N(C)c1ccccc12	-2.1	-2.8	96.3	1	-10.7	8.1	17.6	-0.6	1.08
CSc1nnc(C2CCNCC2)n1C	-5.7	-1.0	59.1	0.97	-3.6	-4.5	-0.7	-6.8	1.06
C[N+]1(C)CCN(c2ccccc2)CC1	-10.7	-0.9&-3.8	89.4	0.98	-1.6	-11.7	-4.4	-6.1	1.02
CN1C(=O)N(C)C(=O)C2(Cc3c(nc4ccccn4c3=O)N3CCc4ccccc4C32)C1=O (stereo not drawn)	1.0	-1.9	65.5	1.06	1.2	5.0	1.0	-7.4	1.65
CC1(C)CC(=O)C(C2(O)C(=O)NC(=O)NC2=O)=C(O)C1	0.9	-1.9	94.0	0.98	-2.9	2.4	1.4	1.8	1.08
